Screening data as filed in PubChem.
ARFGAP1 inh: inhibitors of rat ARFGAP1 GAP activity, primary screen, biochemical, fluorescence polarization, GDP tracer. ADP-ribosylation factor GTPase-activating protein 1 (Rattus norvegicus), Q62848. Arfgap1-stimulated ARF1 GTP hydrolysis, GDP FP detection. inhibition, % at 16.5 µM. hit rate 0.26% among 360,000;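 active = inhibition above a per-plate limit, mean inhibition of low control wells plus 3 SD, cut at about 25% in these data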;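 also: 0% = DMSO wells with enzyme and 100% = wells lacking Arfgap1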
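Assay system: Rat Arfgap1 GAP domain (His6, aa 1-136), purified enzyme | Buffer or medium: HEPES 25 mM pH 7.5, NaCl 150 mM, MgCl2, DTT | Schedule: GTP hydrolysis reaction 2 h at 25 °C | Signal: FP of antibody-bound GDP Alexa 633 tracer, ex 620/em 688 nm | Measure: Percent inhibition of Arfgap1-stimulated GTP hydrolysis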
DDE Tn7 FP inh: inhibitors of Tn7 peptide binding to fibrin DD(E), primary screen, biochemical, fluorescence polarization, human fibrin, Tn7 probe | Fibrinogen beta chain (Homo sapiens), P02675 | FP displacement of FITC-Tn7 peptide from fibrin DD(E); 0% = median of compound wells per plate | inhibition, % at 8.3 µM | hit rate 0.13% among 370,000 | AID 720508, 2013;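 active = inhibition above the mean of compounds falling within the control limits plus 3 SD of them, cut at about 14% in these data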;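 also: 0% = plate median of compound wells and 100% = 10 µM Aha-Tn7 peptide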
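Test system – human fibrin DD(E) · Times – 10 min preincubation, 3 h with tracer, room temperature · Detection – fluorescence polarization of the labelled Tn7 tracer · Measure – percent inhibition normalized to high-control wells · Benchmarks – high control wells with 10 µM unlabelled Aha-Tn7 peptide (full inhibition) · Repeats – singlicate testing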
TDP2 inh: human TDP2 enzyme inhibitors, primary screen, biochemical, epi absorbance, recombinant enzyme. Tyrosyl-DNA phosphodiesterase 2 (Homo sapiens), O95551. T5PNP hydrolysis, p-nitrophenol absorbance 415 nm. inhibition, % at 12.8 µM. hit rate 0.34% among 370,000;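 active = inhibition above the mean of all tested compounds plus 3 SD, set per campaign, cut at about 25% in these data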;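 also: 0% = DMSO with enzyme and 100% = buffer with substrate but no TDP2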
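Evaluation: % inhibition relative to enzyme-containing and enzyme-free wells. Material: recombinant human TDP2. Benchmarks: enzyme-free and DMSO wells. Timing: enzyme reaction with compound for 2 h at 37 °C. Compound dosing: 12.8 µM only. Measured by: p-Nitrophenol epi absorbance. Reagent: T5PNP substrate at 5 mM, a TopII-DNA adduct mimic. Replication: single well per compound.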
ASAP1 GAP inh: inhibitors of human ASAP1 ArfGAP activity, primary screen, biochemical, fluorescence polarization | ASAP1-stimulated ARF1 GTP hydrolysis, GDP FP detection | hit rate 0.19% among 360,000 | inhibition, % at 16.5 µM | Arf-GAP with SH3 domain, ANK repeat and PH domain-containing protein 1 (Homo sapiens), …; in the data active = inhibition above about 25%;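 also: 0% = vehicle with enzyme and substrate and 100% = no enzyme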
SIAE primary: human SIAE inhibitors, primary screen, biochemical, fluorescence polarization, FP-Rh probe, 1536-well HTS. hit rate 0.69% among 370,000. SIAE FP-Rh probe binding. Sialate O-acetylesterase (Homo sapiens), Q9HAT2. inhibition, % at 9.66 µM;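 active = inhibition above a cutoff: mean of compounds within the control limits plus 3 SD of those, cut at about 17% in these data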;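 also: 0% = plate median of compound wells and 100% = probe without SIAE protein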
Target sequence (Q9HAT2 whole entry, looked up): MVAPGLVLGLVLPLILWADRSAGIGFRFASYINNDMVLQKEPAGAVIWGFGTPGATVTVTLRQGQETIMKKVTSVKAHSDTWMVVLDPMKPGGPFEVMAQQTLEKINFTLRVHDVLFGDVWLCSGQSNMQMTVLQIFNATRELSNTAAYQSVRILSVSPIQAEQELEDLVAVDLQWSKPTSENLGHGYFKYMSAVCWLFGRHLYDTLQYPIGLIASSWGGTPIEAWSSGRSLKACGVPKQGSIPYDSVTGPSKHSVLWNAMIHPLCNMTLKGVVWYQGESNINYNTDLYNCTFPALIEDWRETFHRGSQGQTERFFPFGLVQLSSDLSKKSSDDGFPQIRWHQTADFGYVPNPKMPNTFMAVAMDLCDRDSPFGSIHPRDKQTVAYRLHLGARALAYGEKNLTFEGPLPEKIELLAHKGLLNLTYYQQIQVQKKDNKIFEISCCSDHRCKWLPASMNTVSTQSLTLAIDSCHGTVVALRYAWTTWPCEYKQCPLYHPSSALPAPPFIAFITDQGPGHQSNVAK
PLCg1 inh: PLC-gamma1 enzyme inhibitors, primary screen, biochemical, fluorescence, purified enzyme. 1-phosphatidylinositol 4,5-bisphosphate phosphodiesterase gamma-1 (Homo sapiens), P19174. fluorogenic substrate. inhibition, % at 12.2 µM. hit rate 0.84% among 370,000; in the data active = inhibition above about 9.5%
PLCb3 inh: human PLC-beta3 inhibitors, primary screen, biochemical, fluorescence | AID 720704, 2013 | 1-phosphatidylinositol 4,5-bisphosphate phosphodiesterase beta-3 (Homo sapiens), Q01970 | Purified PLC-beta3, fluorogenic substrate | hit rate 0.18% among 370,000 | inhibition, % at 12.2 µM; in the data active = inhibition above about 11%;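 also: 0% = median of compound wells on plate and 100% = full blocker control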
DDE Tn6 FP inh: inhibitors of Tn6 peptide binding to fibrin DD(E), primary screen, biochemical, fluorescence polarization, human fibrin, Tn6 probe | AID 720509, 2013 | hit rate 0.21% among 370,000 | inhibition, % at 8.3 µM | Fibrin DD(E) TRITC-Tn6 fluorescence polarization displacement;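 active = inhibition above a per-campaign cutoff: mean of compounds within control limits plus 3 SD, cut at about 15% in these data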;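 also: 0% = median of all compound wells on the plate and 100% = blocking peptide control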
ADAM17 inh: ADAM17 inhibitors, primary screen, biochemical, QFRET. recombinant ADAM17, EDANS/DABCYL FRET peptide cleavage. inhibition, % at 6.95 µM. hit rate 0.83% among 370,000;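 active = inhibition above the mean of compounds lying between control limits plus 3 SD, set per campaign, cut at about 8.5% in these data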;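 also: 0% = DMSO-only wells as the low control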
ADAM10 inh: human ADAM10 inhibitors, primary screen, biochemical, QFRET, HTS; recombinant ADAM10, EDANS/DABCYL FRET peptide cleavage, 3 h; inhibition, % at 7 µM; hit rate 0.62% among 370,000; AID 720582, 2013;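 active = inhibition above a per-campaign cutoff equal to the mean of compounds falling between control-based bounds plus 3 SD, cut at about 20% in these data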;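 also: 0% = DMSO wells while the 100% control is not disclosed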
Target sequence (O14672 214-748 limits assumed): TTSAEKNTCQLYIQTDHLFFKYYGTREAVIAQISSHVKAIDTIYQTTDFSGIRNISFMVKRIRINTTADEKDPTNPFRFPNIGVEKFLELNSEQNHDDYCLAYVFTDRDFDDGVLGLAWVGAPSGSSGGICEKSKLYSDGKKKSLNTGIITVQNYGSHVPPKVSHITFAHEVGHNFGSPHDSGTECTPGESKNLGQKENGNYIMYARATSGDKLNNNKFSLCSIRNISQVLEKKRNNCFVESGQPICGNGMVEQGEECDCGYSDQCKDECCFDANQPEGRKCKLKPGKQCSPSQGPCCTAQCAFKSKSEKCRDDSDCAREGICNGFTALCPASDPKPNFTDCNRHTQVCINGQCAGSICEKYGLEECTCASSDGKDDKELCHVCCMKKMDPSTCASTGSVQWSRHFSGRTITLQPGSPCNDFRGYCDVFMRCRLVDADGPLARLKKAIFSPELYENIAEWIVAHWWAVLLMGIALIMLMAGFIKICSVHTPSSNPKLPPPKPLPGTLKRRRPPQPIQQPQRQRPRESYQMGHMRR
* = called active by the depositor; i = inactive; / = not tested or not shown.

SMILES	ARFGAP1 inh	DDE Tn7 FP inh	TDP2 inh	ASAP1 GAP inh	SIAE primary	PLCg1 inh	PLCb3 inh	DDE Tn6 FP inh	ADAM17 inh	ADAM10 inh
CC(Nc1nc(N2CCN(CCO)CC2)nc2ccccc12)c1ccccc1 (stereo not given)	5	3	-4	1	8	-9	-16	2	-32	-111
COc1cc(C(c2sc3nc(C)nn3c2O)N2CCOCC2)cc(OC)c1OC (stereo not given)	-7	4	-9	-3	6	-4	-1	-5	-1	-9
CCOC(=O)N1CCN(C(c2ccc(C(C)C)cc2)c2sc3nc(C)nn3c2O)CC1 (stereo not given)	9	-2	2	6	-3	-1	-3	2	-1	6
O=C(Cc1ccc(F)cc1)N1CCN(c2ccc([N+](=O)[O-])cc2)CC1	4	-5	1	3	20*	3	-6	2	4	1
O=C(c1ccc(F)c(F)c1)N1CCC2(CC1)NCCc1[nH]cnc12	5	1	-2	-13	5	-1	-3	2	1	2
CC(C)C[C@H]1COc2cccc(F)c2S(=O)(=O)N1Cc1cn(Cc2ccc(Cl)cc2)nn1	/	2	1	/	-3	3	2	13	-5	-5
C[C@H](CO)N1C[C@H](C)[C@@H](CN(C)C(=O)Nc2ccc(C(F)(F)F)cc2)Oc2ccc(NC(=O)Cn3cnnn3)cc2C1=O	14	2	7	5	4	-3	-2	-1	0	-6
CCc1nc2sc3c(=O)[nH]cnc3c2c2c1CSC(C)(C)C2	-5	1	12	-1	5	-9	-20	2	-10	-24
CCN(C(=O)Cn1cnc2cc([N+](=O)[O-])ccc2c1=O)C1CCS(=O)(=O)C1 (stereo not given)	-1	9	7	6	1	-11	-21	-6	-8	-11
O=C1CCCC2=C1C(c1ccc(O)c(O)c1)c1c(ccc3ncccc13)N2 (stereo not given)	2	4	0	11	1	-6	-6	-20	0	-8
COc1cccc(-c2ccc3ncnc(NCc4cccs4)c3c2)c1	-6	-7	-17	-12	-14	3	3	-4	7	-2
C=C[C@H]1C(O[C@@H]2O[C@H](CO)[C@@H](O)[C@H](O)[C@H]2O)OC=C2C(=O)N3CCc4cc(OC)c(O)cc4[C@H]3C[C@H]21 (stereo not given in full)	18	0	-15	6	9	-13	-13	-4	0	-7
O=C(Nc1ccc([N+](=O)[O-])cn1)c1cccnc1	-1	8	-11	11	-1	2	-1	1	-5	4
CN(C(=O)CSc1nc(O)cc(=O)n1-c1ccccc1F)c1ccccc1	-8	9	8	4	5	0	-8	14	0	9
O=C(COc1cc(O)c2c(=O)cc(-c3ccccc3)oc2c1)c1ccccc1	-2	-1	-12	17	-4	1	1	2	1	7
COc1ccccc1-c1cnnc(N/N=C/c2ccc(-c3cccc(Br)c3)o2)n1	20	0	-1	5	5	12*	1	-8	-2	-1
C=CCNC(=S)N1CCC(C(N)=O)CC1	15	-2	-3	7	1	8	-2	-1	1	12
Cc1ccc(N(C(C)C(=O)N2CCOCC2)S(C)(=O)=O)cc1C (stereo not given)	3	9	-11	5	2	0	2	7	2	3
C(=C\c1ccccc1)/CSc1nnc(-c2cnccn2)n1Cc1ccco1	-6	-3	3	-7	3	-4	-3	-3	1	4
Cc1nn(-c2ncc(C(F)(F)F)cc2Cl)c(=O)n1-c1ccccc1	4	-5	2	-6	-5	3	0	2	-5	-7
CC(CC(=O)NC(C)c1ccc2c(c1)OCCO2)c1ccccc1 (stereo not given)	2	-5	1	12	-2	2	0	-2	-4	-9
O=C(NCC1CCCO1)c1nc(Cn2ccc([N+](=O)[O-])n2)no1 (stereo not given)	0	3	10	-14	-5	-1	0	4	0	7
CC(=O)c1c(C)[nH]c(C(=O)CN2CCN(S(=O)(=O)c3ccc(C(C)C)cc3)CC2)c1C	5	-9	-1	-11	-3	1	-5	8	-6	5
Cc1nc(-c2ccccc2)nc2[nH]c(C(C)C)cc(=O)c12	5	-7	-7	1	-4	3	2	-3	2	10
COc1cc(C=NNc2ccccc2[N+](=O)[O-])cc(OC)c1OC	3	-4	-6	5	-4	1	6	0	1	-1
Cc1noc(C)c1S(=O)(=O)N(C)C[C@H]1OCCCC[C@H](C)Oc2ccc(NC(=O)CCCN(C)C)cc2C(=O)N([C@H](C)CO)C[C@@H]1C	4	-4	4	-7	-2	-1	-2	4	-4	-14
O=C(Cc1ccccc1)NC1CCN(C(=O)NCc2ccccc2)CC1	-7	0	-2	-5	2	1	4	-3	-1	3
CCC(=O)Nc1ccc2c(c1)nc(CCN1CCN(C)CC1)n2C	-3	4	13	-2	2	-2	-1	8	-7	-22
COc1cccc(NC(=O)Nc2nnc([C@H]3C[C@H](O)[C@@H](CO)O3)s2)c1	-6	10	4	-12	-1	-1	0	1	-2	-2
Fc1ccc(N2CCN(C3=Nc4cccc5cccc3c45)CC2)cc1	7	-6	-7	-4	2	-101	-120	-3	0	-16
O=c1[nH][nH]c2c1[C@H](c1ccccc1)O[C@H](C1CCCCC1)C2	3	6	5	-8	16	2	2	5	-3	-4
COc1ccc(C(=O)C(OC(=O)c2ccc(C)c(NC(C)=O)c2)c2ccccc2)cc1 (stereo not given)	10	2	-15	8	-13	1	0	1	0	9
COc1cc2c(cc1OC)C(C(=O)Nc1cccc(C)n1)C(c1cccnc1)N(C)C2=O (stereo not given)	-10	-1	-4	1	-1	0	2	9	-2	-3
CCCCCN(C(=O)NC(=O)Nc1ccccc1C)S(C)(=O)=O	-6	9	-16	12	5	5	4	-2	2	10
O=C(Nc1nnc(C2CC2)s1)C1CCCCN1S(=O)(=O)c1ccccc1 (stereo not given)	-17	8	0	5	-7	-1	-6	-1	-6	1
Cc1ccc(S(=O)(=O)N2CCN(C(=O)C(O)c3ccccc3)CC2)cc1 (stereo not given)	7	1	1	4	5	2	4	3	0	-1
O=C(Oc1ccc(-c2nccc(-c3ccccn3)n2)cc1)c1cccc(C(F)(F)F)c1	1	-3	9	3	3	-1	3	-4	-5	-7
CN(C)C(=S)Oc1ccccc1C1(C)OCCO1	8	-8	-6	-24	-4	4	2	2	2	-2
C=CCn1c(=O)n(CCOC)c(=O)c2sc3ccccc3c21	10	7	-1	4	-3	-17	-20	2	-148	i
Cc1ccc(C(=O)COC(=O)c2cccc(N3C(=O)c4c(C)nc5ccccc5c4C3=O)c2)cc1C	-15	3	-5	-8	13	4	5	3	0	8
COc1ccc(Cl)cc1NC(=O)CN1CCc2ccccc2C1	10	-1	-1	-1	-1	-1	-3	0	-2	4
CCOc1ccc(CN(C)CCc2ccccn2)cc1	6	-5	15	3	1	6	0	-1	-3	-4
Cn1c(N)c(C(=O)COC(=O)C2CCCCC2)c(=O)n(C)c1=O	3	4	1	1	-1	6	0	10	0	4
CCCCn1c(SCC(=O)Nc2ccc(OC)cc2)nc2ccc(N3CCOCC3)cc2c1=O	-2	5	-3	1	12	-482	i	3	-33	-140
O=C(O)c1ccc(N2C(=O)c3cccc(Oc4ccc(Cl)cc4)c3C2=O)cc1	5	3	0	14	0	-1	0	5	0	5
COc1ccccc1CCNC(=O)C(=O)NCC1OCCN1S(=O)(=O)c1ccc([N+](=O)[O-])cc1 (stereo not given)	-9	-1	-12	11	0	0	-3	-5	-5	8
Cc1nc(N=C(N)N)nc2ccccc12	-3	3	1	-16	-1	-2	-1	-1	-5	-12
O=C(COc1ccc(S(=O)(=O)N2CCOCC2)cc1)N1CCN(c2ccccc2)CC1	14	-4	12	2	5	0	-6	-2	0	-6
C=CCn1c(SCC(=O)NCc2ccc3c(c2)OCO3)nnc1-c1cccnc1	-1	4	1	-11	-7	-2	-5	0	-4	-5
Cc1cc(NC(=O)CSc2nc3ccccc3c(=O)n2-c2ccccc2)no1	-1	-4	0	1	2	0	-2	-3	-6	-2
Cc1ccc(NC(=O)CSc2nsc(SCC(=O)Nc3ccc(C)cc3C)c2C#N)c(C)c1	-5	0	8	6	2	-2	1	3	-1	3
CN1C(=O)c2ccc(C(=O)NC3CCCCC3)cc2C1=O	8	3	1	-1	-1	1	4	4	-2	0
COc1ccc(-c2cc(N3C(=O)Nc4ccccc4N3O)n[nH]2)cc1OC	1	-2	6	13	1	-2	-4	-1	-1	-6
COC(=O)[C@]12C[C@H](CC(=O)NCCCN3CCCC3=O)C(=O)N(CCc3ccc(OC)c(OC)c3)C1=C[C@H](C(C)C)O[C@@H]2C1CC1	/	0	8	/	-2	0	2	8	-4	-6
CC(C)(C)N=C1C([N+](=O)[O-])=CC=C2C1=NC1(CCCCC1)N2O	8	-6	-6	0	3	1	3	2	2	3
CCCC(=O)N1CCCC1(C)C(=O)Nc1ccc2cn[nH]c2c1 (stereo not given)	-3	6	-10	13	6	2	2	0	-3	-8
CCOc1ccc(N(CC(=O)Nc2ccccc2OCC)S(=O)(=O)c2c(C)noc2C)cc1	5	-2	15	-20	-8	5	-4	-7	3	16
CCOC(=O)C1(CC2CC2)CCN(Cc2cn(C)c3ccccc23)CC1	5	3	2	11	5	3	4	-3	-1	2
CC(=O)Nc1ccc(S(=O)(=O)Nc2ccc(S(=O)(=O)Nc3ncccn3)cc2)cc1	5	-1	7	6	3	0	1	-12	-2	-3
O=C(O)CCN1C(=O)/C(=C/c2cccc(OCc3ccc(F)cc3)c2)SC1=S	/	-6	-2	/	-4	-2	-2	1	-3	4
COC(=O)c1ccccc1NC(=O)/C=C/c1cc(OC)c(OC)c(OC)c1	20	-6	4	-1	-3	-29	-35	-8	-6	-11
